High-throughput results deposited in PubChem BioAssay by National Center for Advancing Translational Sciences (NCATS).
Caspase-1 inhib: qHTS Assay for Allosteric/Competitive Inhibitors of Caspase-1 | Caspase-1 enzyme, Ac-WEHD-AFC fluorogenic rate | Potency, µM (titrated, usually from 57.5 µM), for inactives: at the top dose activity change, negative = inhibition, usual class: inhibitors | actives 0.03% (n = 75,000) | AID 900, 2007;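 also: potency is read from the fitted curve at half-maximal effect; plate controls were vehicle for no effect and no substrate for full effect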
15-hLO inh: qHTS Assay for Inhibitors of 15-hLO (15-human lipoxygenase); Polyunsaturated fatty acid lipoxygenase ALOX15 (Homo sapiens), P16050; purified 15hLO-1, xylenol orange hydroperoxide absorbance; Potency, µM (doses to about 57.1 µM), for inactives: top-dose activity change, negative = inhibition, most hits filed as inhibitors; actives 1.4% (n = 74,000); AID 887, 2007; also: potency is read from the fitted curve at half-maximal effect; % is scaled to controls: 0 for no effect and ±100 for the full control effect; nearly all actives have a fitted effect of over 55% in size
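Compounds were preincubated 15 min at room temperature with 40 nM purified human enzyme (25 mM Hepes pH 7.5, 0.01% Triton X-100); 50 uM arachidonic acid reacted 6 min. Fe-xylenol orange detection, 30 min, absorbance ratio 573/405 nm.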
BRCT inh green: qHTS Assay for Inhibitors of BRCT-Phosphoprotein Interaction (Green Fluorophore). Potency, µM (top dose mostly 76.9 µM), for the others: top-dose activity change, negative = inhibition, most hits filed as inhibitors. BRCA1 BRCT-phosphopeptide binding, green fluorescence polarization. actives 0.05% (n = 75,000). Breast cancer type 1 susceptibility protein (Homo sapiens), P38398;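 also: potency is read from the fitted curve at half-maximal effect; plate controls were peptide without protein for full effect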
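Compounds were incubated for 12 min at room temperature with a complex of 100 nM fluorescein-tagged pBACH1 decapeptide and 250 nM His-tagged BRCT protein. Buffer was phosphate pH 7.3 with EDTA, DTT and Tween 20. Disruption of binding lowers the polarization signal.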
HEK293 cAMP ctrl: qHTS Assay for Agonists of the Thyroid Stimulating Hormone Receptor: Activators of Intracellular cAMP Concentrations in Parental HEK 293 | Potency, µM (top dose mostly 57.1 µM), for inactives: top-dose activation, actives largely listed as activators | parental HEK293 CNG cAMP sensor, membrane potential fluorescence | actives 2.5% (n = 73,000); also: potency is read from the fitted curve at half-maximal effect; % of control where 0% means no effect; nearly all actives have a fitted effect of over 55% in size
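Counterscreen for endogenous-receptor signalling: CNG-channel HEK 293 cells report cAMP rise by membrane depolarization. After 60 min dye equilibration with 100 uM RO 20-1724, compounds incubated 30 min before bottom-read fluorescence at 590 nm.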
Caspase-7 inhib: qHTS Assay for Allosteric/Competitive Inhibitors of Caspase-7; AID 889, 2007; P55210; actives 0.02% (n = 75,000); recombinant caspase-7, Ac-DEVD-AFC fluorescence rate; Potency, µM (top dose mostly 57.5 µM), without a hit: at the highest dose activity change, negative = inhibition, hits mostly inhibitors; active = well fitted inhibition curve with a large enough effect in the main read-out, with a control signal flat, not every such curve was filed as active; inconclusive = small, poorly fitted or top-dose-only effect, or a change in a side signal; also: potency is read from the fitted curve at half-maximal effect; % of control where 0% means no effect
Target sequence (P55210 24-198 limits assumed): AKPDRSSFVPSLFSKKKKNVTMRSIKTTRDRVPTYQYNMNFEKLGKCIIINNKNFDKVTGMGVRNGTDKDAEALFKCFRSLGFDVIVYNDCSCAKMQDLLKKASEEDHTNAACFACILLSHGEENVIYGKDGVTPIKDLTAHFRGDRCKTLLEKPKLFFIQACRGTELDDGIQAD
Target sequence (P55210 207-303 limits assumed): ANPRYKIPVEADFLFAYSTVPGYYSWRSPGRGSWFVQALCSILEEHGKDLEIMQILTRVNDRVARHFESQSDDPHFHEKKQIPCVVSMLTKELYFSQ
HADH2 inhib: qHTS Assay for Inhibitors of HADH2 (Hydroxyacyl-Coenzyme A Dehydrogenase, Type II); 3-hydroxyacyl-CoA dehydrogenase type-2 (Homo sapiens), Q99714; recombinant HADH2, NADH fluorescence, beta-hydroxybutyryl-CoA; Potency, µM (top dose mostly 57.1 µM), for inactives: at the top dose activity change, negative = inhibition, actives largely listed as inhibitors; actives 3.4% (n = 73,000); also: potency is read from the fitted curve at half-maximal effect; % is scaled to controls: 0 for no effect and ±100 for the full control effect; nearly all actives have a fitted effect of over 60% in size; many of its hits are not listed in these tables
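E. coli-expressed His-tagged HADH2 tested at 20 nM in alkaline Tris buffer (pH 9.0); oxidation of 90 uM beta-hydroxybutyryl-CoA with 1 mM NAD+ tracked fluorimetrically for 4 min.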
BRCT PPI red: qHTS Assay for Inhibitors of BRCT-Phosphoprotein Interaction (Red Fluorophore) | Breast cancer type 1 susceptibility protein (Homo sapiens), P38398 | BRCT-phosphopeptide binding, red fluorescence polarization | Potency, µM (top dose mostly 76.9 µM), inactives show at the top dose activity change, negative = inhibition, actives largely listed as inhibitors | actives 0.03% (n = 75,000) | AID 892, 2007; also: % is scaled to controls: 0 for no effect and ±100 for the full control effect
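Rhodamine-labelled pBACH1 10-mer (100 nM) bound to BRCT domain (100 nM) at pH 7.3; compounds incubated 12 min room temperature, polarization read. Free peptide defines full inhibition; unlabelled decapeptide titrated as control.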
Tau filament bind: qHTS Assay for Tau Filament Binding; Microtubule-associated protein tau (Homo sapiens), P10636; recombinant tau filaments, thioflavin S fluorescence, 15 h; filaments grown with octadecylsulfate alongside compound; Potency, µM (series often up to 57.1 µM), for the others: at the top dose activity change, negative = inhibition; actives 2% (n = 71,000); AID 596, 2007;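 also: potency is read from the fitted curve at half-maximal effect; % is scaled to controls: 0 for no effect and ±100 for the full control effect; actives lower thioflavin S fluorescence by blocking filaments or displacing dye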
Target sequence (P10636 whole entry, looked up): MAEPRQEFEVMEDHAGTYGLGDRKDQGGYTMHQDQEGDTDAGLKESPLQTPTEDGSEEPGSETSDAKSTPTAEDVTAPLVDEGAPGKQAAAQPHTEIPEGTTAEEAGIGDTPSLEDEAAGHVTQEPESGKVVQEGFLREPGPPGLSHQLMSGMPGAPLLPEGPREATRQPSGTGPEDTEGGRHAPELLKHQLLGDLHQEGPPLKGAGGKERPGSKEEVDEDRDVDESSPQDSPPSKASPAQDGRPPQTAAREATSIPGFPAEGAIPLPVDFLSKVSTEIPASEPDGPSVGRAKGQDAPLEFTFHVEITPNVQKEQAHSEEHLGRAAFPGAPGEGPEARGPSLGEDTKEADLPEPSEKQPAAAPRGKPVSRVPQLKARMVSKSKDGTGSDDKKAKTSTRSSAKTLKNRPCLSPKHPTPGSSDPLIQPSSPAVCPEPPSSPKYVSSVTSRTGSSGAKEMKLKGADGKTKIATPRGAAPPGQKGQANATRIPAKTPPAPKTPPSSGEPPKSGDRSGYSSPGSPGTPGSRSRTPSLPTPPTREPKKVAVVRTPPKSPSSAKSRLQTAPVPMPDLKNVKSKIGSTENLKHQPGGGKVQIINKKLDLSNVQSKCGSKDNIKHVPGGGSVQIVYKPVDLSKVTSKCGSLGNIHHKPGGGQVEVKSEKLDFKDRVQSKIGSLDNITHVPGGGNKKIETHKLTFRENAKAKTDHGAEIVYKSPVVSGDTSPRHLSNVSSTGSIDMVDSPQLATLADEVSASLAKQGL
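Tau 2 uM in ThS buffer dispensed; compound added; 60 uM ODS added (finals 1 uM tau, 30 uM ODS); 15 h 37 C; fluor ex450/em510.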
USP2a inh: qHTS Assay for Inhibitors of Ubiquitin-specific Protease USP2a; USP2a enzymatic assay, qHTS inhibition; actives 0.1% (n = 60,000); Ubiquitin carboxyl-terminal hydrolase 2 (Homo sapiens), O75604; AID 927, 2007; Potency, µM (top dose mostly 38.3 µM), for the others: at the highest dose activity change, negative = inhibition, actives largely listed as inhibitors;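 also: potency is read from the fitted curve at half-maximal effect; nearly all actives have a fitted effect of over 60% in size; plate controls were DMSO for no effect and NEM full inhibition control for full effect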
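Inhibition is measured in a cell-free coupled assay with 20 nM USP2 core, 20 nM Ub-PLA2 and 20 uM NBD C6-HPC, 2.5 h incubation. Activity normalized to NEM control.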
DNA Pol III inh: qHTS Assay for Inhibitors of DNA Polymerase III Holoenzyme System. AID 603, 2007. actives 0.25% (n = 71,000). reconstituted DNA polymerase III holoenzyme replication, biochemical. Potency, µM (series often up to 57.1 µM), for inactives: top-dose activity change, negative = inhibition; also: potency is read from the fitted curve at half-maximal effect; % is scaled to controls: 0 for no effect and ±100 for the full control effect
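Reconstituted *E. coli* holoenzyme (0.35 nM Pol III, 1 nM beta, 154 nM SSB, 2 nM primase) was preincubated with compound for 15 min at RT. Synthesis on 1.4 nM ssM13Gori ran 35 min, then was stopped with PicoGreen/EDTA and read as dsDNA fluorescence.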
Rhodamine fluor: qHTS Assay for Spectroscopic Profiling in Rhodamine Spectral Region. Rhodamine-region fluorescence, 547/598 nm, Tris buffer; hits give high values. actives 0.05% (n = 59,000). max dye-equivalent concentration, M. AID 594, 2007; in the data active = max dye-equivalent concentration above about 11 nM; inconclusive = between about 1.1 nM and that limit
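Steps: pin-transfer compounds into pH 8.0 Tris (100 mM), hold 15 min at room temperature, image with a 547/598 nm filter pair, and convert intensities to rhodamine-equivalent concentration using a six-point on-plate rhodamine series.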
Numbers without * were called inactive; i = inactive; u = inconclusive; x = no result given; & = joins results of further samples; [ ] = dose if it differs, or a comment. Unless noted, calls follow the shape of the dose curve; as a rule, active = well fitted curve in the direction sought with a large enough effect; inconclusive = small, poorly fitted or top-dose-only effect, or another doubt; inactive = no such curve, though single readings can be large; an effect the other way counts as inactive or inconclusive. The list is partial. The share of hits here may be higher or lower than overall.

SMILES	Caspase-1 inhib	15-hLO inh	BRCT inh green	HEK293 cAMP ctrl	Caspase-7 inhib	HADH2 inhib	BRCT PPI red	Tau filament bind	USP2a inh	DNA Pol III inh	Rhodamine fluor
CCc1nc2ccccc2c(=O)n1NC(=O)c1c(O)c2ccccc2[nH]c1=O	0%	-13%	-0.7%	4%	-1%	-3%	-0.3%	-1%	46%[activator]	-18%	i
O=C(O)C1CCCN1C(=O)c1cccs1 (stereo not drawn)	3%	3%	-1.2%	2%	2%	-4%	0.5%	-9%	-5%	-3%	i
COc1ccc2c(c1)CCc1c(C(=O)NCCc3ccc(OC)c(OC)c3)noc1-2	-1%	-7%	-1.4%	7%	0%	113%[activator]	0.8%	367%	14%	-1%	i
CCN(CCCNC(=O)C1CCN(S(=O)(=O)N2CCOCC2)CC1)c1cccc(C)c1	2%	-6%	-1.6%	4%	0%	-1%	-0.2%	-10%	9%	-15%	i
COc1ccccc1CN(Cc1ccco1)S(=O)(=O)c1ccc(-n2cnnn2)c(OC)c1	-3%	-2%	-1.7%	u	2%[0.00368 µM]	2%	-0.5%	12%	-5%	2%	i
CCOc1ccc2[nH]c(=O)c(CN(Cc3ccco3)C(=O)c3cccc(F)c3)cc2c1	0%	-20%	-2.9%	23%	-2%	-14%	-2.1%	7%	7%	-3%	i
CCS(=O)(=O)N1CCCC(C(=O)NCCCOC)C1 (stereo not drawn)	0%	-4%	-0.9%	2%	2%	-2%	0.9%	-9%	6%	0%	i
COc1ccc(S(=O)(=O)NCCC(=O)NC(C)c2ccccc2)cc1 (stereo not drawn)	-3%	1%	-0.3%	0%	-1%	4%	0.4%	-3%	10%	-1%	i
O=C(CCCc1nc(-c2ccccc2)no1)Nc1cccnc1	0%	6%	0.5%	-1%	0%	11%	0.7%	-9%	6%	-3%	i
O=C(C1CCC1)N1CCc2cc(S(=O)(=O)NCc3cccnc3)ccc21	-4%	-7%	-2.5%	12%	1%	8%	-1.0%	-4%	6%	-4%	i
NCCCCCNC(=O)/C=N\O	4%	16%	-3.5%	20%	0%	13%	-0.6%	-6%	5%	4%	i
CCOc1ccc(CCNC(=O)CN(C)S(=O)(=O)c2ccc3c(c2)CCC(=O)N3)cc1OCC	0%	5%	-2.0%	-7%	2%	5%	-2.3%	0%	15%	-1%	i
Oc1ccc(Nc2nc(N3CCCC3)c3ccccc3n2)cc1	-1%	u	-2.1%	-53%[inhibitor]	4%	-19%	-3.7%	132%	x	32µM*	i
O=S(=O)(c1ccccc1)N1CCC2(CCCN(Cc3nccs3)C2)CC1	-3%	6%	1.9%	2%	-3%	4%	-1.2%	7%	62%[activator]	-1%	i
COC(=O)COc1ccc(S(=O)(=O)Nc2ccc3c(c2)OCCO3)cc1Cl	-1%	-3%	1.9%	6%	0%	4%	-1.7%	-3%	3%	-2%	i
CN1CCCN([C@@H](c2ccccc2)c2ccc(Cl)cc2)CC1	-1%[25.7 µM]	5%[25.6 µM]	-1.4%[34.4 µM]	10%[25.6 µM]	0%[25.7 µM]	4%[25.6 µM]	1.0%[34.4 µM]	-4%[25.6 µM]	50%[activator][17.1 µM]	-2%[25.6 µM]	i
CC(C)Sc1nc2c(c(=O)[nH]c(=O)n2C)n1Cc1ccc(Cl)cc1	-1%	-29%	-1.2%	u	-2%	-24%	-0.4%	11%	5%	-5%	i
CN(C)c1nc(-c2cccc(C#N)c2)nc2ccccc12	-6%	-1%	0.5%	u	-5%	-8%	-2.7%	23%	-27%	-4%	i
CCCCCc1cc(O)c2c(C)cc(=O)oc2c1	-4%	-6%[11.4 µM]	-5.4%	3.2µM*	1%	-1%[11.4 µM]	0.6%	40%[11.4 µM]	7%[7.66 µM]	3%[11.4 µM]	x
c1ccc(-c2ccc(OCCCn3cncn3)cc2)cc1	-3%	16%	-4.7%	15%	-3%	7%	-0.2%	-5%	-2%	5%	i
CN(Cc1ccco1)c1ccnc(-c2cccc(C#N)c2)n1	-3%	-12%	-0.6%	22%	-8%	-9%	-1.7%	20%	147%[activator]	10%	i
Cn1c(N)c(C(=O)COC(=O)C2(c3ccccc3F)CCCC2)c(=O)n(C)c1=O	0%	-8%	1.6%	-13%	-2%	11%	1.8%	15%	14%	u	i
O=C(COc1ccccc1)NCC(=O)NC1=NCCS1	2%	9%	-1.3%	3%	-1%	1%	0.1%	0%	-7%	-7%	i
Cc1ccc(CNC(=O)[C@H](C)[C@H]2C[C@]2(C)[C@H](NC(=O)OCc2ccccc2)c2ccccc2)c(F)c1F	-5%	x	-4.9%	u	-3%	-6%	0.0%	12%	x	-7%	x
Cc1ccc(OCCn2nc3ccccc3n2)c(C)c1	-2%	-7%	-0.8%	23%	-2%	-5%	0.0%	0%	-3%	3%	i
SMILES	Caspase-1 inhib	15-hLO inh	BRCT inh green	HEK293 cAMP ctrl	Caspase-7 inhib	HADH2 inhib	BRCT PPI red	Tau filament bind	USP2a inh	DNA Pol III inh	Rhodamine fluor
CCOC(=O)c1ccc(NS(=O)(=O)c2cccc3nsnc23)cc1	-1%	-6%	-0.6%	-7%	2%	-14%	0.2%	-12%	15%	-6%	i
O=C(O)COc1ccc2c(c1)OCCO2	-1%	-2%	0.3%	24%	0%	-5%	0.5%	2%	-7%	1%	x
O=C1C=CC2=C3c4cc(O)c(O)cc4CC3(O)COC2=C1O (stereo not drawn)	u	u	-24%&-15%	x	u	x	-19%&-25%	x	10µM*	x	x
O=S(=O)(NCC1CC1)c1cccc(S(=O)(=O)N2CCCC2)c1	1%	3%	-1.7%	9%	4%	0%	-1.1%	3%	-2%	-4%	i
CC(C)C(NC(=O)C1CCCCC1)C(=O)Nc1ccc2c(c1)OCCO2 (stereo not drawn)	2%	14%	-2.9%	21%	1%	4%	-1.5%	-76%	21%	-3%	i
CCOC(=O)c1c(C)n(C)c2c(C)cc(O)c(OC(=O)CC)c12	1%	4%	0.2%	-9%	0%	-10%	0.3%	50%	1%	-4%	x
C=C(C)CSc1nnc(-c2ccc(OC)c(OC)c2)n1N	-2%	6%	-1.9%	1%	0%	16%	0.9%	3%	1%	-1%	i
CN1CCN(C(=O)c2cc(-c3ccccc3)on2)CC1	2%	1%	-0.7%	9%	0%	3%	-2.6%	-15%	5%	-5%	i
Cc1nc2ccccn2c1P(=Nc1ccccc1)(N(C)C)N(C)C	-1%	-2%	-0.2%	7%	-1%	-5%	0.4%	2%	-10%	-5%	i
O=C(CCCC(=O)NCC1CCCO1)NCC1CCCO1 (stereo not drawn)	-1%	0%	-0.6%	-4%	-1%	2%	-1.3%	6%	u	-5%	x

An excerpt from above in order of count of non-hydrogen atoms, rising.
SMILES	Caspase-1 inhib	15-hLO inh	BRCT inh green	HEK293 cAMP ctrl	Caspase-7 inhib	HADH2 inhib	BRCT PPI red	Tau filament bind	USP2a inh	DNA Pol III inh	Rhodamine fluor
O=C(O)COc1ccc2c(c1)OCCO2	-1%	-2%	0.3%	24%	0%	-5%	0.5%	2%	-7%	1%	x
CN1CCN(C(=O)c2cc(-c3ccccc3)on2)CC1	2%	1%	-0.7%	9%	0%	3%	-2.6%	-15%	5%	-5%	i
C=C(C)CSc1nnc(-c2ccc(OC)c(OC)c2)n1N	-2%	6%	-1.9%	1%	0%	16%	0.9%	3%	1%	-1%	i
O=S(=O)(NCC1CC1)c1cccc(S(=O)(=O)N2CCCC2)c1	1%	3%	-1.7%	9%	4%	0%	-1.1%	3%	-2%	-4%	i
CCOC(=O)c1c(C)n(C)c2c(C)cc(O)c(OC(=O)CC)c12	1%	4%	0.2%	-9%	0%	-10%	0.3%	50%	1%	-4%	x
